MrgX1 ag = agonists of human MrgX1 receptor, primary screen, HEK293 cells, Fluo-4 calcium flux; Fluo-4 calcium fluorescence, agonist mode; hits give high values; B-score at 10 µM; hit rate 0.44% among 310,000; AID 588627, 2011;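 active means calcium response B-score plate-corrected fluorescence ratio at least 3 library SD, with starting fluorescence B-score inside 5 SD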
Target sequence (Q96LB2 whole entry, looked up): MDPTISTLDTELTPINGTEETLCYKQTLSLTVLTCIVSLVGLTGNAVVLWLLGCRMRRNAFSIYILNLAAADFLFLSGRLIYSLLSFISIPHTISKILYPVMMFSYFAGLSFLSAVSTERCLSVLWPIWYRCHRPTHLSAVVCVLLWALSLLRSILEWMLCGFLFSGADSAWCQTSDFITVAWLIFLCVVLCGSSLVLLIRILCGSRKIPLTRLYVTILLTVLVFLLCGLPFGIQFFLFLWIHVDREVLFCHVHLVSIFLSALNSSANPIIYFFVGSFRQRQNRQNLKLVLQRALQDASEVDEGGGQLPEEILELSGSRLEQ
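times = overnight plating, then 30 min 37 °C plus 30 min room-temperature dye loading | assay system = stable human MrgX1 HEK293 cell line | input = fifteen thousand cells per well | signal = kinetic calcium dye fluorescence, Fluo-4 NW | dosing = compound delivered in addition one of three | read-out = B-scored fluorescence response ratio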
SKKanGAS inh = S. pyogenes SKKanGAS growth inhibitors in kanamycin, primary screen, streptokinase expression inhibitor project, SKKanGAS strain, BacTiter-Glo luminescence. hit rate 1.3% among 300,000. inhibition, % at 7.5 µM. 6 h. AID 1662, 2009;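 active means mean replicate score, as percent of positive control median, at least 50; inconclusive means mean below 50 but one replicate at or above 50; inactive means mean and every replicate below 50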;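 further: strain carries kanamycin resistance gene driven by streptokinase promoter and grows in 40 µg/ml kanamycin; loss of luminescence reflects streptokinase promoter inhibition or plain growth inhibition; 0% = median of DMSO wells and 100% = positive control at its reference dose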
RGS4 act = RGS4 potentiators or activators, primary screen, cell-based, HEK293 M3R inducible RGS4, calcium flux; hit rate 0.92% among 310,000; B-score at 10 µM; carbachol calcium flux Fluo4; hits give low values;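 active means B-score of the integrated calcium signal more than 4 SD below the library mean, with starting fluorescence not abnormally high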;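 further: negative B-score means reduced calcium response which marks RGS4 activation or potentiation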
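Material: M3R-expressing HEK293 line, RGS4 induced by doxycycline | Schedule: Overnight RGS4 induction, 30 min dye load 37 °C, 20 min compound RT | Measured by: Fluo4 fluorescence kinetic imaging of calcium | Read-out: Integrated calcium ratio converted to B score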
MrgX1 PAM = positive allosteric modulators of MrgX1, primary screen, HEK293 cells, Fluo-4 calcium flux; FDSS; hits give high values; hit rate 0.63% among 310,000; B-score at 10 µM; Mas-related G-protein coupled receptor member X1 (Homo sapiens), Q96LB2;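 active means plate-corrected calcium response at least 3 library SD above typical, normal starting fluorescence, not activating the receptor alone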;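 further: compound read alongside a low EC10 to EC30 dose of BAM8-22 agonist; peak minus trough fluorescence over baseline measured at the second addition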
ANO1 activ = TMEM16A chloride channel activators or potentiators, primary screen, cell-based, HTS | Anoctamin-1 (Mus musculus), Q8BHY3 | HEK293 TMEM16A/YFP-H148Q/I152L, iodide quench fluorescence; hits give low values | B-score at 10 µM | hit rate 0.3% among 340,000;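 active means fluorescence-ratio B-score plate-corrected deviation score at least 3 library SD below zero, with starting fluorescence score within 5 deviations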;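 further: channel opened by trigger with iodide after compound preincubation; score built on the fluorescence ratio of max minus min over baseline; more negative score means more quench and so TMEM16A activation or potentiation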
MrgX1 antagonist = antagonists of human MrgX1 receptor, primary screen, HEK293 cells, Fluo-4 calcium flux; Mas-related G-protein coupled receptor member X1 (Homo sapiens), Q96LB2; BAM8-22 antagonism; hits give low values; B-score at 10 µM; hit rate 1.3% among 310,000; AID 588676, 2011;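 active means calcium-response B-score plate-corrected more than 3 library SD below zero, starting fluorescence within 5 deviations, no agonist response on first addition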;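 further: peak minus trough fluorescence over baseline after final BAM8-22 challenge near maximal dose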
TRPC6 activator = mouse TRPC6 channel activators, primary screen, cell-based, HEK293, membrane potential dye; Short transient receptor potential channel 6 (Mus musculus), Q61143; HEK293-TRPC6 membrane potential dye fluorescence; hits give high values; B-score at 10 µM; hit rate 0.13% among 310,000; AID 2550, 2010;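 active means B-score of the integrated fluorescence ratio above library mean plus 3 SD, and starting fluorescence ratio within library mean plus 5 SD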;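 further: higher score means more depolarization so channel activation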
TMEM16A inh = TMEM16A chloride channel inhibitors, primary screen, cell-based, HTS; HEK293 TMEM16A/YFP iodide influx fluorescence, ionomycin; AID 588511, 2011; hit rate 1.2% among 310,000; normalized B-score (activity score, 25-100; higher = stronger inhibition) at 10 µM; Anoctamin-1 (Mus musculus), Q8BHY3;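 active means ratio plate-corrected score three or more library SD toward inhibition, starting fluorescence score within five deviations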;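 further: score derived from kinetic fluorescence span divided by baseline fluorescence per well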
HDAC3 inh = HDAC3 deacetylase inhibitors, primary screen, biochemical, fluorescence, cell-free homogeneous; Histone deacetylase 3 (Homo sapiens), O15379; recombinant HDAC3, fluorogenic peptide/trypsin coupled; inhibition, % at 8.3 µM; hit rate 0.15% among 320,000; AID 2718, 2010; in the data active means inhibition above about 26%, passing the limit was not always enough; inconclusive means no clear call, values can overlap the other calls
Target sequence (O15379 whole entry, looked up): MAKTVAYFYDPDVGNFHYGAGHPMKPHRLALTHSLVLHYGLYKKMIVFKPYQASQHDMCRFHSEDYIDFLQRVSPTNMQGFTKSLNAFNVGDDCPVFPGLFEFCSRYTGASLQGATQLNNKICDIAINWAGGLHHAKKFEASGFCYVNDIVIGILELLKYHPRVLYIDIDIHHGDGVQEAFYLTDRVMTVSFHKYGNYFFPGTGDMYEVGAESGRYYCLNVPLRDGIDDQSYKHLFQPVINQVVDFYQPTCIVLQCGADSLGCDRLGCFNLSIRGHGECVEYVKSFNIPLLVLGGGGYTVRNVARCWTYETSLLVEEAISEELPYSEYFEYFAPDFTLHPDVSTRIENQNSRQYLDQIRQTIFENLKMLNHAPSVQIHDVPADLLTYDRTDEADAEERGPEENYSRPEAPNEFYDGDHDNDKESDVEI
RGS4 inh = RGS4 inhibitors, primary screen, cell-based, HEK293 M3R inducible RGS4, calcium flux; Fluo-4 calcium flux; hits give high values; triggered by carbachol at its EC20; AID 463165, 2010; Regulator of G-protein signaling 4 (Homo sapiens), P49798; hit rate 0.45% among 310,000; B-score at 10 µM;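 active means B-score, a plate-corrected calcium signal, over three deviations above library mean, with baseline fluorescence within five deviations of library mean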;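 further: RGS4 expression induced by doxycycline in cells with stable M3 receptor; B-score is computed from the integrated fluorescence ratio over baseline after carbachol; higher B-score means a larger calcium signal and so more RGS4 inhibition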
Target sequence (P49798 whole entry, looked up): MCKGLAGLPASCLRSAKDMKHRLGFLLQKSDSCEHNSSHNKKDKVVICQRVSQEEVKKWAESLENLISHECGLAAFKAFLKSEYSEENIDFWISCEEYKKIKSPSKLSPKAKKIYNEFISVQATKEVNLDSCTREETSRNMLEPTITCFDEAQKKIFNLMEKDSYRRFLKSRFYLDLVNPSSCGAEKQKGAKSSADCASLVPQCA
TRPC6 inhibitor = mouse TRPC6 channel inhibitors, primary screen, cell-based, HEK293, membrane potential dye | Short transient receptor potential channel 6 (Mus musculus), Q61143 | ACh-evoked depolarization; hits give low values | B-score at 10 µM | hit rate 1.1% among 310,000 | AID 2553, 2010;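 active means B-score under library mean minus 3 SD, initial fluorescence not abnormally high, positive integrated signal ratio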;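 further: B-score derived from integrated fluorescence ratio over the kinetic read; more negative B-score means stronger inhibition of depolarization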
* hit, by the source's call; i = inactive; u = inconclusive; x = not tested or not shown.

SMILES	MrgX1 ag	SKKanGAS inh	RGS4 act	MrgX1 PAM	ANO1 activ	MrgX1 antagonist	TRPC6 activator	TMEM16A inh	HDAC3 inh	RGS4 inh	TRPC6 inhibitor
O=C(Cc1ccccc1)NCCS(=O)(=O)N1CCN(c2cccc(Cl)c2)CC1	i	-1	i	i	i	i	i	i	-5	i	i
C/C(=C\c1ccccc1)C(=O)c1c(C)cc(C)[nH]c1=O	i	0	i	i	i	i	i	i	3	i	i
Cn1c(=O)[nH]c(=O)c2c1nc(Br)n2CC(O)COc1ccccc1 (stereo not drawn)	i	4	i	i	i	i	i	i	5	i	i
CS(=O)(=O)c1ccc(C(=O)OC2CCOC2=O)cc1[N+](=O)[O-] (stereo not drawn)	i	-6	i	i	i	i	i	i	-6	i	i
Cc1ccc(NC(=O)CN2C(=O)NC(C)(c3ccccc3)C2=O)c(C)c1 (stereo not drawn)	i	7	i	i	i	i	i	i	-4	i	i
COc1ccc(C)cc1NC(=O)CN1C(=O)COc2ccc(S(=O)(=O)N3CCCCCC3)cc21	i	-2	i	i	i	i	i	i	u	i	i
C#CCOCCOCCOCCNc1nc(N2CCN(C(=O)[C@H]([C@@H](C)CC)n3cc([C@@H](N)CO)nn3)CC2)nc(N2CCN(C(=O)[C@H](CCCCN)n3cc([C@@H](N)C(C)CC)nn3)CC2)n1 (stereo partly drawn)	i	4	i	i	i	i	i	i	15	i	i
Cc1cc(NC(=O)CCC(=O)N(CC(=O)NC2CCCC2)Cc2ccccc2Cl)no1	i	x	x	i	i	i	x	i	-5	x	x
CCCCc1cn([C@@H](CCCCNC(=O)OC(C)(C)C)C(=O)N2CCN(C(=O)OC(C)(C)C)CC2)nn1	i	3	i	i	i	i	i	i	3	i	i
O=C(NCC1COc2ccccc2O1)C1(c2ccccc2)CCCC1 (stereo not drawn)	i	-4	i	i	i	i	i	i	-4	i	i
CCN(Cc1ccccc1)C(=O)c1ccc(SC)cc1OC	i	-8	i	i	i	i	i	i	1	i	i
Cc1ccccc1NC(=S)N(CCN1CCCCCC1)Cc1cccs1	i	3	i	i	i	i	i	i	5	i	i
O=C(CN1CCOCC1)NCCC12CC3CC(CC(C3)C1)C2	i	0	i	i	i	i	i	i	1	i	i
C=CCn1c(N)c(C(=O)Nc2ccccc2OC)sc1=S	i	-2	i	i	i	i	i	i	10	i	i
COc1ccccc1CC(NC(C)=O)C(=O)NC1CCN(C(=O)Nc2ccccc2F)CC1 (stereo not drawn)	i	5	i	i	i	i	i	i	-3	i	i
Cc1ccc2nc(Cl)c(/C=N/NC(=O)c3ccccc3O)cc2c1	i	-9	i	i	i	i	i	i	3	i	i
COc1ccc(OC)c(/C=N/NC(=O)c2cc3c(OC)cccc3[nH]2)c1	i	37	i	i	i	i	i	i	0	i	i
CC(C)(C)c1ccc(C(=O)CCCSC2=C(C#N)C(c3ccco3)C3=C(CCCC3=O)N2)cc1 (stereo not drawn)	i	x	x	i	i	i	x	i	6	x	x
CC1CCN(C(=O)COC(=O)c2cc3ccccc3cc2O)CC1	i	2	i	i	i	i	i	i	2	i	i
N#CC(=C1CCCC1)c1nc(-c2ccc(Cl)cc2)cs1	i	-8	i	i	i	i	i	i	-2	i	i
CC(=O)[C@H]1[C@H](c2cccc(Cl)c2)C(C#N)(C#N)[C@@H]2c3ccccc3C=CN21	i	x	i	i	x	i	i	i	-1	i	i
CS(=O)(=O)Nc1ccc(C(=O)N2CCCC2)cc1	i	10	i	i	i	i	i	i	-5	i	i
COc1ccc(CC(=O)N2CCCC(CNC(=O)c3ccccc3Cl)C2)cc1 (stereo not drawn)	i	5	i	i	i	i	i	i	2	i	i
N#CC1=C(N)n2c(s/c(=C\c3ccco3)c2=O)=C(C#N)C1c1ccco1 (stereo not drawn)	i	26	i	i	i	i	i	i	7	i	i
CCc1ccc(NS(=O)(=O)c2ccc3[nH]c(=O)[nH]c3c2)cc1	i	-7	i	i	i	i	i	i	-7	i	i
Next part:
SMILES	MrgX1 ag	SKKanGAS inh	RGS4 act	MrgX1 PAM	ANO1 activ	MrgX1 antagonist	TRPC6 activator	TMEM16A inh	HDAC3 inh	RGS4 inh	TRPC6 inhibitor
COc1cccc(/C=C2\SC(=S)N(C(Cc3ccccc3)C(=O)O)C2=O)c1 (stereo not drawn)	i	3	i	i	i	i	i	i	6	i	i
O=C(CCC(=O)Nc1ccccc1)NNC(=O)C(c1ccccc1)c1ccccc1	i	-4	i	i	i	i	i	i	-5	i	i
CCCCOc1ccccc1C1C(C(=O)OC)=CN(CC)C=C1C(=O)OC	i	-3	i	i	i	i	i	i	-87	i	i
CN(C)c1cc(N/N=C/c2ccccc2C(F)(F)F)nc(N(C)C)n1	i	16	i	i	i	i	i	i	-4	i	-5.1*
NC(=O)CN1CCN(S(=O)(=O)c2ccc(Br)cc2)CC1	i	5	i	i	i	i	i	i	0	i	i
CCN1CCN(Cc2ccc(C(=O)Nc3ccc(C)c(NCc4cnc(NC(=O)OC)cn4)c3)cc2C(F)(F)F)CC1	i	-1	i	i	i	i	i	i	1	i	i
O=[N+]([O-])c1cc(Cl)c2cccnc2c1O	i	83*	i	i	i	i	i	i	7	i	i
Cc1ccc(S(=O)(=O)N2CCC(C(=O)NCCc3ccccc3)CC2)cc1	i	2	i	i	i	i	i	i	2	i	i
CN1C(=O)Cn2c1nc1ccccc12	i	-1	i	i	i	i	i	i	-2	i	i
COc1ccc(C(=O)c2ccc([N+](=O)[O-])cc2)cc1S(=O)(=O)N1CCC(C(=O)O)CC1	i	6	i	i	i	i	i	i	1	i	i
Cn1c(O)c(C(C#N)=C2N=c3ccccc3=N2)c2ccccc21	i	4	i	i	i	i	i	i	1	i	i
CNS(=O)(=O)c1cccc(C(=O)OCC(=O)Nc2ccc(OC)cc2[N+](=O)[O-])c1	i	20	i	i	i	i	i	i	-6	i	i
O=C(Nc1cccc(S(=O)(=O)NC2=NCCC2)c1)c1ccccc1OC(F)F	i	0	i	i	i	i	i	i	x	i	i
Cc1ncc(CSc2nnnn2-c2ccccc2)c(N)n1	i	-3	i	i	i	i	i	i	-4	i	i
O=C1C(c2ccncc2)=C(O)c2ccccc21	i	-3	i	i	i	i	i	i	-2	i	i
CCCn1c(N)c(N(CCOC)C(=O)c2cc(S(=O)(=O)N3CCCCCC3)ccc2OC)c(=O)[nH]c1=O	i	18	i	i	i	i	i	i	-1	i	i
O=C1Nc2ccccc2S/C1=C\C(=O)N1CCCC1	i	-3	i	i	x	i	i	i	3	i	i
CCNC(=O)CCn1nc(-c2ccc(C)cc2)c2ccccc2c1=O	i	5	i	i	i	i	i	i	-3	i	i
Cc1ccc(CNC(=O)CS(=O)Cc2nc(-c3ccccc3Cl)oc2C)cc1 (stereo not drawn)	i	-13	i	i	i	i	i	i	5	i	i
COc1ccccc1/C=C/C1NC(=O)NC(C)=C1C(=O)OC(C)C (stereo not drawn)	i	-6	i	i	i	i	i	i	-2	i	i
CSc1ccccc1NC(=O)Cn1nc([N+](=O)[O-])cc1C	i	5	i	i	i	i	i	i	-6	i	i
COc1ccc(CCNC(=O)Cn2cc(C(F)(F)F)cc(Cl)c2=O)cc1	i	-1	i	i	i	i	i	i	-3	i	i
CC1CC(CCN)(c2ccccc2)C(C)CN1C (stereo not drawn)	i	5	i	i	i	i	i	i	-1	i	i
CCOC(=O)c1sc(NS(=O)(=O)c2ccc(NC(C)=O)cc2)nc1C	i	4	i	i	i	i	i	i	2	i	i
O=C(Cn1cnc2c(nnn2Cc2ccccc2)c1=O)Nc1ccc2c(c1)OCCO2	i	2	i	i	i	i	i	i	-3	i	i
Going on with the list.
SMILES	MrgX1 ag	SKKanGAS inh	RGS4 act	MrgX1 PAM	ANO1 activ	MrgX1 antagonist	TRPC6 activator	TMEM16A inh	HDAC3 inh	RGS4 inh	TRPC6 inhibitor
COc1ccc(CNC(=O)CS(=O)Cc2nc(-c3ccc(OC)c(OC)c3)oc2C)cc1 (stereo not drawn)	i	0	i	i	i	i	i	i	-5	i	i
O=C(Oc1ccc(Cl)c2cccnc12)C12CC3CC(CC(C3)C1)C2	i	13	i	i	i	i	i	i	-2	i	i
O=C(CCNC(=O)c1ccc(Br)o1)NC1CCCC1	i	-4	i	i	i	i	i	i	-8	i	i
COc1cccc(CNC(=O)N2CCN(S(=O)(=O)c3ccc(Cl)cc3)CC2)c1	i	0	i	i	i	i	i	i	2	i	i
CC(C)OC(=O)CSc1nc(Cc2ccccc2)nc2ccccc12	i	9	i	i	i	i	i	i	15	i	i
CC1CCCCC1NC(=O)COc1ccc(-n2cnnn2)cc1 (stereo not drawn)	i	0	i	i	i	i	i	i	1	i	i
CN(C)CC(O)COc1cc2ccccc2cc1C(=O)N1CCCCC1 (stereo not drawn)	i	14	i	i	i	i	i	i	7	i	i
Cc1ccc(S(=O)(=O)NC(C)C(=O)NCc2ccc(Cl)cc2)cc1 (stereo not drawn)	i	-14	i	i	i	i	i	i	-3	i	i
COC(=O)Cn1nc(-c2ccccc2)c2ccccc2c1=O	i	-1	i	i	i	i	i	i	-4	i	i
CCOC(=O)/C(=N\Nc1ccccc1[N+](=O)[O-])c1csc(Nc2ccccc2)n1	i	17	i	i	i	i	i	i	1	i	i
Cc1cc(NC(=O)CN2CCCCC2)n(-c2ccccc2)n1	i	0	i	i	i	i	i	i	1	i	i
O=C(CCCN1C(=O)/C(=C/c2cccs2)SC1=S)NNC(=O)c1ccccc1O	i	21	i	i	i	i	i	i	-1	i	i
COc1cccc(CN2CC(C(=O)N(C)CCc3ccccc3)CCC2=O)c1 (stereo not drawn)	i	-2	i	i	i	i	i	i	-1	i	i
O=C(NCN1C(=O)C2C3C=CC(C3)C2C1=O)Nc1ccccn1 (stereo not drawn)	i	-1	i	i	i	i	i	i	14	i	i
[O-][n+]1c2ccc3nonc3c2nn1-c1ccccc1Cl	i	0	i	i	i	i	i	i	-6	i	i

Screening results as filed in PubChem.
